# INS-1E GSIS act – GLuc luminescence reporter in INS-1E cells, primary screen for activators of glucose-dependent secretion of insulin; activation, % at 16.6 µM; 0.61% of 370,000 active; AID 743287; INS-1E GLuc reporter insulin secretion, 2-3 h;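 active = lowest replicate activation of at least 40%, so every replicate reaches that level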;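 also: 0% = median of neutral control wells and 100% = median of IBMX positive control wells; some compounds called inactive have numbers as strong as hits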
# Statin myotox sup – suppression of simvastatin myotoxicity; AID 602340; rescue of ATP level, % at 7.49 µM; C2C12 myotubes + simvastatin, ATP luminescence, 48 h; scaled: DMSO 0, geranylgeraniol control 100; 0.78% of 330,000 active;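 active = mean ATP rescue above about 67%, or every replicate alone reaching that limit, limit read from the data, passing the limit was not always enough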;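 also: myotubes were challenged with 10 µM simvastatin during compound exposure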
# PGC1a acetyl inh – PGC1a acetylation modulation, inhibitor mode. U2OS PGC1a acetylation, AlphaScreen anti-acetyl-lysine; with virally co-expressed GCN5 acetyltransferase. 0.17% of 350,000 active. inhibition, % at 15.6 µM;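 active = every replicate shows inhibition of at least 40%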;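 also: 0% = neutral control wells and 100% = positive control wells; some results beyond the cut were filed as inactive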
# CFTR F508del cor – correctors of CFTR F508del function in bronchial epithelial cells; 0.36% of 350,000 active; activity (quench increase), % at 7.58 µM; CFBE cells, YFP halide quenching; stimulated with forskolin plus potentiator P3; % fluorescence drop versus neutral controls;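 active = mean added fluorescence quench of at least 8% versus neutral control, with both replicates also reaching 8%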;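 also: cells transiently co-express mutant CFTR-F508del with the halide-sensitive YFP; corrector assay measuring rescue of mutant channel to the surface after 24 h compound exposure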
# miR122 inh – blocks miR-122 activity in Huh7 sensor cells; Huh7 miR-122 Renilla luciferase sensor, 48 h; neutral wells = 0, positive control = 100; activation (reporter increase), % at 12.5 µM; 0.3% of 340,000 active;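 active = mean replicate activation score at least 90 and every replicate individually at or above 90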;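 also: higher luciferase means less miR-122 activity so hits act as miR-122 inhibitors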
# PglD DTNB – inhibitors of Campylobacter jejuni PglD acetyltransferase; purified PglD enzyme, DTNB colorimetric CoA detection; inhibition, % at 12.5 µM; 0.098% of 360,000 active; AID 602405; in the data active = inhibition above about 16%, passing the limit was not always enough; also: strong numbers were not always called active
# FN deposition inh – fibronectin deposition inhibition; inhibition, % at 12.6 µM; AH1F fibroblasts, Alexa488-fibronectin deposition fluorescence, overnight; 0.086% of 350,000 active;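 active = mean inhibition across replicates of 30% or more, regardless of how many single replicates reach that level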;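 also: positive control wells lacked labelled fibronectin entirely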
#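 test system = AH1F fibroblasts assembling fluorescent fibronectin matrix | quantity = 10000 AH1F cells per well | buffer or medium = DMEM plus 2% serum, read in PBS | doses = single dose, pinned | incubation = 1 h cell attachment, overnight exposure to compound and label | detection = fluorescence at 485 nm excitation, 525 nm emission | read-out basis = inhibition from reduced deposited-fibronectin fluorescence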
# Cneo AK release – causes C. neoformans cell lysis. adenylate kinase release luminescence, 4 h; normalised: neutral wells 0, clomiphene wells 100. lysis activity, % at 15 µM. 0.2% of 360,000 active. AID 651654;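 active = mean lysis activity across replicates of at least 80%, whatever share of replicates individually reach that level; inactive = mean lysis activity below 80%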
#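 Material – Cryptococcus neoformans yeast cells · Quantity – 5 × 10^6 yeast cells/mL · Buffer or medium – YPD medium · Compound – single dose · Timing – 4 h static compound exposure, 37 °C, read 1 h post-reagent · Signal – adenylate kinase release luminescence · Read-out basis – lysis from increased AK signal · Benchmarks – Clomiphene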
# Numbers without * were called inactive; / = not tested or not shown; & = joins results of further samples; [ ] = another dose, or the depositor's remark.
SMILES,INS-1E GSIS act,Statin myotox sup,PGC1a acetyl inh,CFTR F508del cor,miR122 inh,PglD DTNB,FN deposition inh,Cneo AK release
COCCNC(=O)C[C@@H]1CC[C@H]2[C@H](COc3ccc(NC(=O)Nc4ccccc4)cc3C(=O)N2C)O1,4,9,-1,0.2,7[16.7 µM],-5,-3,-1
O=C(/C=C/c1ccccc1)Nc1ccc2c(c1)OCCO2,3,0,-3,0.1,/,/,7,/
CN1CCN(C(=O)C[C@@H]2C=C[C@H](NC(=O)Cc3ccccn3)[C@H](CO)O2)CC1,-1,1,-4,-0.5,-12[16.7 µM],0,1,-1
CC(=O)N(CC1CCC1)C[C@@H]1N[C@@H](CO)[C@H]1c1ccc(C2=CCCC2)cc1,-8,-29,-12,-0.9,-17[16.7 µM],3,5,-4
COc1ccc(NC(=O)Nc2ccc3c(c2)C(=O)N([C@@H](C)CO)C[C@@H](C)[C@@H](CN(C)C(=O)Nc2cccc4ccccc24)OCCCC[C@@H](C)O3)cc1,18,0,1,-1.8,3[16.7 µM],0,1,1
Cc1cc(C)cc(NC2=C(N)C(=O)c3ccccc3C2=O)c1,1,-15,0,/,4,-1,/,-1
CCc1cnc(N2[C@H](C#N)[C@H](c3ccc(C#CCC4CCCC4)cc3)[C@H]2CO)s1,-11,-19,1,-2.4,/,1,6,2
O=C(NCC(F)(F)F)[C@@H]1[C@@H](CO)[C@@H]2Cn3c(cccc3=O)[C@H]1N2C(=O)C1CC1,0,35,/,-1.9,14[16.7 µM],-2,/,10
CSCC[C@H](NC(=O)N1CCn2c1nc1ccccc12)C(=O)N1CCCCC1,-7,-17,-5,0.1,5,0,-3,-2
C[C@@H]([C@@H](O)c1ccccc1)N(C)C(=O)C(N)Cc1ccccc1 (stereo not given in full),-3,13,6,-1.1,-3,1,-9,3
Cc1ccc(NS(=O)(=O)c2ccc(C(=O)N3CCC3)cc2)cc1,-10,6,/,-1.7,8,-5,-4,-3
COC(=O)Cn1c2ccc(C)cc2c2nc(C)sc21,20,/,0,/,4,/,4,/
CNC(=O)c1nc(C)n(-c2ccc(Cl)cc2Cl)n1,12,-5,1,-0.1,/,/,-1,/
CCc1nnc(NC(=O)CN2CCCC(C)C2)s1 (stereo not given),4,2,5,1.5,5,-8,-2,5
CC(C)(C)[S@](=O)N1Cc2cc(C(=O)N[C@@H]3CCN(Cc4ccccc4)C3)nc(-c3cccc(-c4ccncc4)c3)c2[C@@H]1CCO,-17,/,-20,-3.7,/,/,3,/
CC1CCCN(C(=O)c2ccc3c(c2)OCO3)C1 (stereo not given),11,0,0,-1.4,-4,-2,/,-7
CC(C)OC(=O)c1c2c(n3ccccc13)C(=O)c1ccccc1C2=O,11,/,7,4.2,/,/,-11,/
CNNC(=O)C(C)NC(=O)c1ccc(Br)cc1 (stereo not given),3,-31,2,/,-4,2,/,0
CCOC(=O)C1CCCN(C(=O)c2cc(F)cc(F)c2)CC1 (stereo not given),/,1,7,-0.6,-1,-5,/,-1
COc1ccc(/C=N/n2c(=S)n(C)c3ccccc32)cc1OC,/,0,25,/,6,2,2,-4
COc1ccc(-n2ncc3c2CC(C)(C)CC3NC(=O)CCn2cncn2)cc1 (stereo not given),5,2,/,-0.7,/,3,/,1
Cc1ccc(NC(=S)N/N=C2/CCCc3c(C)cc(C)cc32)cc1,/,-1,-2,/,1,-6,4,-2
O=C(c1cc2nc(-c3cccs3)cc(C(F)(F)Cl)n2n1)N1CCCc2ccccc21,/,1,1,/,6,-4,5,-1
COc1cccc(CN2C(=O)CCC2(C)C(=O)NC2CCCCCC2)c1 (stereo not given),17,9,-10,/,-4,4,4,1
O=C1C(=O)c2c(ccc3ccccc23)-c2ccccc21,5,-206,12,0.0,-13,/,-2,/
O=C(Cc1ccccc1)N1CC(=O)N2[C@H](C1)[C@@H](c1ccc(-c3ccc(F)cc3)cc1)[C@@H]2CO,-16,/,4,2.9,/,/,-2,/
Nc1nc2ccc(Oc3ccccc3)cc2s1,/,12,1,/,-11,7,/,-7
COC(=O)c1c(N)sc2c1CC(C)(C)OC2,/,-4,-3,0.4,-3,1,-1,-1
COc1ccc([C@H]2/C=C\CN(S(=O)(=O)c3ccc4ccccc4c3)[C@@H](C)C(=O)N2Cc2ccc(F)cc2)cc1,-19,-39,-48,-0.6,1,-1,6,1
C(#Cc1ccccc1)CN1CCN(c2ccccn2)CC1,-15,/,6&10,4.1,35&2,-2,-1&-9,-2
C[C@H]1CCCCO[C@H](CN(C)S(=O)(=O)c2cn(C)cn2)[C@@H](C)CN([C@@H](C)CO)C(=O)c2cc(NC(=O)C3CCCCC3)ccc2O1,3,-23,/,-0.4,2[16.7 µM],-5,/,-1
CC(C)C(=O)NC(c1ccc([N+](=O)[O-])cc1)c1c(O)ccc2ccccc12 (stereo not given),/,-32,-8,/,-1,11,/,1
O=C(C(Sc1ccccc1)c1ccc(Br)cc1)N1CCOCC1 (stereo not given),-17,/,-1,-0.6,4,-1,-3,0
COc1ccccc1N(CC(=O)Nc1ccccc1C(=O)NC(C)C)S(C)(=O)=O,1,-2,/,/,/,5,/,1
Cn1c(=O)c2cc(NC(=S)NC3CCCCC3)ccc2n1C/C=C/c1ccccc1,6,-11,-11,-1.2,1,-2,13,-1
COCCn1nnnc1C1(N(Cc2cc3cc(C)ccc3[nH]c2=O)CC2CCCO2)CCN(C)CC1 (stereo not given),/,-19,2,/,0,-7,/,1
COc1ccc(-c2ccccc2[C@H]2[C@@H](C#N)N(C(=O)C3CCC3)[C@@H]2CO)cc1,-4,/,2,-0.4,/,/,0,/
O=C(C[C@H]1C=C[C@@H](NC(=O)C2CC2)[C@@H](CO)O1)NCC1CC1,8,-5,0,0.4,/,-2,/,2
CC1c2cccn2CCN1S(=O)(=O)c1ccc(F)cc1 (stereo not given),2,6,/,0.9,/,-4,/,-2
Cc1ccc(N=Cc2cc(C)n(C3CCCC3)c2C)cc1,/,1,-9,/,1,-2,/,5
CCC(=O)Nc1ccc2c(c1)OC[C@H](C)N(Cc1ccccc1F)C[C@H](C)[C@@H](OC)CN(C)C2=O,-7,-12,/,/,1[16.7 µM],-1,-15,7
CC(C)NC(=O)COC(=O)c1cc(=O)[nH]c2ccccc12,20,4,-5,-5.2,-4,1,/,2
COc1ccc(CCNC(=O)Nc2ccc3c(c2)c(=O)n(C)n3C)cc1OC,17,0,-6,-0.7,1,-6,8,1
CCCc1nc2oc3cc(OC)ccc3c(=O)c2c(=O)n1CCc1ccccc1,/,11,2,0.8,/,/,3,/
CO[C@H]1CN(C)C(=O)c2ccc(NS(C)(=O)=O)cc2OC[C@@H](C)N(C(=O)CC2CC2)C[C@@H]1C,-8,10,6,-0.3,-5[16.7 µM],3,-11,7
C[C@H](O)[C@@H]1CN2CCc3c([nH]c4ccccc34)[C@@H]2C[C@@H]1N(C)C(=O)Nc1ccccc1,-4,-5,5,0.9,1,-3,4,0
CC(NS(=O)(=O)c1ccc(Cl)cc1)C(=O)Nc1ccc2c(c1)OCCO2 (stereo not given),-5,0,-2,-2.8,0,/,2,/
COc1cccc2c1OCC(CN1CCN(Cc3ccccc3F)C(CCO)C1)=C2 (stereo not given),1,13,-4,1.3,4,-3,-2,1
COCC(=O)N(C)C[C@H]1Oc2cc(C#Cc3ccccc3)ccc2S(=O)(=O)N([C@H](C)CO)C[C@@H]1C,-19,18,5,1.7,-1[16.7 µM],3,16,-2
CC(=O)CSc1nc2c(c(=O)[nH]c(=O)n2C)n1Cc1ccccc1Cl,59*,2,0,1.8,-9,1,15,1
CC1Cc2ccccc2N1C(=O)c1cc2sccc2n1Cc1ccccc1 (stereo not given),/,22,-13,/,1,0,-8,0
COc1ccc(-c2nc(S(=O)(=O)c3ccccc3)c(N3CCCC3)o2)cc1,-8,-5,/,0.3,-2,-6,-5,1
CC(C)C[C@@H](CN1CCCC1CN1C(=S)NC[C@@H]1Cc1ccc(O)cc1)N1C[C@H](Cc2ccccc2)N(CC2CCCCC2)C1=S (stereo not given in full),-3,0,-8,0.4,-7,-2,0,-1
Cc1ccc(CNC(=O)C(NS(=O)(=O)c2cccc3nsnc23)c2ccccc2)cc1 (stereo not given),-17,/,/,/,10,12,-2,1
COC(=O)C[C@H]1C[C@H]2c3cc(NC(=O)CN(C)C)ccc3O[C@H]2[C@H](CO)O1,10,8,-11,-3.4,8[16.7 µM],2,/,-4
COCCCNC(=O)C(C#N)c1nc2ccccc2nc1N1CCCC1 (stereo not given),/,5,-5,/,2,1,/,-1
C[C@@H]1CN([C@H](C)CO)C(=O)c2cc(C3=CCCCC3)cnc2O[C@H]1CN(C)C(=O)Cc1ccncc1,-4,1,6,2.0,4[16.7 µM],-3,/,1
CCc1ccc(S(=O)(=O)c2cn(C)c3cc(OC)c(OC)cc3c2=O)cc1,22,11,-13,0.6,-9,1,5,0
CC(=O)c1cccc(NC(=O)c2ccc([N+](=O)[O-])o2)c1,/,12,-27,0.7,31,-1,0,4

# 10 neighbouring records from above, quoted:
SMILES,INS-1E GSIS act,Statin myotox sup,PGC1a acetyl inh,CFTR F508del cor,miR122 inh,PglD DTNB,FN deposition inh,Cneo AK release
COCCNC(=O)C[C@@H]1CC[C@H]2[C@H](COc3ccc(NC(=O)Nc4ccccc4)cc3C(=O)N2C)O1,4,9,-1,0.2,7[16.7 µM],-5,-3,-1
O=C(/C=C/c1ccccc1)Nc1ccc2c(c1)OCCO2,3,0,-3,0.1,/,/,7,/
CN1CCN(C(=O)C[C@@H]2C=C[C@H](NC(=O)Cc3ccccn3)[C@H](CO)O2)CC1,-1,1,-4,-0.5,-12[16.7 µM],0,1,-1
CC(=O)N(CC1CCC1)C[C@@H]1N[C@@H](CO)[C@H]1c1ccc(C2=CCCC2)cc1,-8,-29,-12,-0.9,-17[16.7 µM],3,5,-4
COc1ccc(NC(=O)Nc2ccc3c(c2)C(=O)N([C@@H](C)CO)C[C@@H](C)[C@@H](CN(C)C(=O)Nc2cccc4ccccc24)OCCCC[C@@H](C)O3)cc1,18,0,1,-1.8,3[16.7 µM],0,1,1
Cc1cc(C)cc(NC2=C(N)C(=O)c3ccccc3C2=O)c1,1,-15,0,/,4,-1,/,-1
CCc1cnc(N2[C@H](C#N)[C@H](c3ccc(C#CCC4CCCC4)cc3)[C@H]2CO)s1,-11,-19,1,-2.4,/,1,6,2
O=C(NCC(F)(F)F)[C@@H]1[C@@H](CO)[C@@H]2Cn3c(cccc3=O)[C@H]1N2C(=O)C1CC1,0,35,/,-1.9,14[16.7 µM],-2,/,10
CSCC[C@H](NC(=O)N1CCn2c1nc1ccccc12)C(=O)N1CCCCC1,-7,-17,-5,0.1,5,0,-3,-2
C[C@@H]([C@@H](O)c1ccccc1)N(C)C(=O)C(N)Cc1ccccc1 (stereo not given in full),-3,13,6,-1.1,-3,1,-9,3

# Rows are unselected. Share with any hit: about 2.1%.
